Gli-Sufu antag: blocks Gli-Sufu signaling in a luciferase reporter. inhibition, % at 5 µM. 0.74% of 340,000 active. AID 588413. Sufu-KO-LIGHT fibroblasts, Gli luciferase reporter luminescence;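 active = inhibition above about 55%, limit read from the data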;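 also: 0% = DMSO-treated cells and 100% = wells with medium but no cells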
Jurkat NFkB inh: lowers PMA/ionomycin-induced NF-kB signal in Jurkat cells; PMA/ionomycin-induced NF-kB luciferase reporter, luminescence; inhibition, % at 4 µM; 0.53% of 330,000 active
697 NFkB inh: inhibitors of the PMA/ionomycin-induced NF-kB reporter in 697 B cells; inhibition, % at 4 µM; 0.33% of 330,000 active; 697 B-cell NF-kB luciferase reporter, 16 h; in the data active = inhibition above about 35%
SENP7 block: SENP7 protease inhibition | Q9BQF6 | recombinant SENP7, Z-RLRGG-aminoluciferin luminescence, 40 min | inhibition, % at 5 µM | 1.5% of 330,000 active | AID 434973;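 active = inhibition above about 50% at the single test dose, limit read from the data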;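 also: plate controls were DMSO with enzyme for no effect and no enzyme buffer wells for full effect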
Target sequence (Q9BQF6 706-1050 limits assumed): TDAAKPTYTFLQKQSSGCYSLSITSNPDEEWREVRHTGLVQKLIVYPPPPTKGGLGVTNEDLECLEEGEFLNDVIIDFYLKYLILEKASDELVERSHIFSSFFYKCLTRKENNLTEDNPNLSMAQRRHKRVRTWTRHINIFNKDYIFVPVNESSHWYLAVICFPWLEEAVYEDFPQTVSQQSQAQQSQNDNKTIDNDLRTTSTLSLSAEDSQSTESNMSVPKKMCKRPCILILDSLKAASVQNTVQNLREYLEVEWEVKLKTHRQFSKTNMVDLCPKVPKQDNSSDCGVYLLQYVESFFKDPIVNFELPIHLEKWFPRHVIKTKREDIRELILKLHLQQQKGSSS
UBC13 inh: inhibitors of human UBC13 polyubiquitin chain formation; TR-FRET; 0.47% of 330,000 active; inhibition, % at 20 µM; in the data active = inhibition above about 45%, passing the limit was not always enough
Target sequence (P61088 whole entry, looked up): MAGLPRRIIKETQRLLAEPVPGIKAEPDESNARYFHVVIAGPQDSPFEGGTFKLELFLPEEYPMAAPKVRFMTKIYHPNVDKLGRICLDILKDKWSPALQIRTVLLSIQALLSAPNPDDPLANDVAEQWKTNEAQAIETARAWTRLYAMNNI
SENP8 block: blocks the human protease SENP8; Q96LD8; inhibition, % at 10 µM; 1.2% of 330,000 active; purified SENP8, Z-RLRGG-aminoluciferin cleavage, luminescence
Target sequence (Q96LD8 whole entry, looked up): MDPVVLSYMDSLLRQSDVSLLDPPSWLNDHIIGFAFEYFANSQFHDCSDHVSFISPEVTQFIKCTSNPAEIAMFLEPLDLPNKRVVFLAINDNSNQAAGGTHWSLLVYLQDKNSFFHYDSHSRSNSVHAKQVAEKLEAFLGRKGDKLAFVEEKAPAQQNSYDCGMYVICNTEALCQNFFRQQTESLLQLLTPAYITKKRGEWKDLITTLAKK
HKDC1 inhibitor: HKDC1 (human) hexokinase inhibition. recombinant HKDC1, G6PDH/diaphorase resazurin coupled fluorescence. inhibition, % at 20 µM. AID 493160. Q2TB90. 0.16% of 340,000 active;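 active = inhibition above about 35% when tested at 20 µM, limit read from the data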;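 also: plate controls were DMSO wells with enzyme for no effect and DMSO wells lacking enzyme for full effect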
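Assay system: in-house recombinant HK5 (HKDC1) enzyme. Input: HKDC1 at 5 µg/mL. Medium: Tris pH 8.0 buffer with MgCl2, Tween-20, BSA, BME. Dosing: single 20 µM dose. Schedule: 90 min reaction incubation at room temperature, dark. Signal: resazurin-to-resorufin fluorescence via G6PDH and diaphorase coupling, 525/613 nm. Controls: DMSO-enzyme wells negative, buffer-substituted wells positive.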
Apaf-1 inh: inhibitors of human Apaf-1 apoptosome; O14727; reconstituted apoptosome caspase-3 activity, DEVD-Rh110 fluorescence; inhibition, % at 20 µM; 0.71% of 330,000 active; AID 489030; active = inhibition of at least 40% at 20 µM;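 also: plate controls were DMSO wells for no effect and DEVD-CHO caspase inhibitor wells for full effect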
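detection = Rh110 fluorescence intensity | test system = biochemical Apaf-1 apoptosome reconstitution | also added = cytochrome c and DEVD-Rh110 substrate | schedule = 30 min plus 50 min, RT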
Numbers without * were called inactive; · = no result given. Rule as the data show it, unless noted: active = inhibition above about 50%; inactive = the rest.

Preview:
1. Cc1ccc(-c2nc(S(=O)(=O)c3ccc(C)cc3)c(SCC(=O)NCC3CCCO3)o2)cc1 (stereo not given)
2. CC(=O)/C(=N/Nc1ccccc1C)N1CCOCC1
3. COc1ccc(/C=N/n2cnn(Cc3ccccc3Cl)c2=S)cc1OC
4. CCOC(=O)C(=O)Nc1cc(C)on1

compound no.,1,2,3,4
Gli-Sufu antag,12,-2,3,2
Jurkat NFkB inh,14,5,-30,-10
697 NFkB inh,15,3,-33,-16
SENP7 block,8,2,-6,-4
UBC13 inh,0,5,-3,-6
SENP8 block,2,-2,-12,-8
HKDC1 inhibitor,-7,1,-2,3
Apaf-1 inh,16,-1,14,3

The listing (from the top)
1. Cc1ccc(-c2nc(S(=O)(=O)c3ccc(C)cc3)c(SCC(=O)NCC3CCCO3)o2)cc1 (stereo not given)
2. CC(=O)/C(=N/Nc1ccccc1C)N1CCOCC1
3. COc1ccc(/C=N/n2cnn(Cc3ccccc3Cl)c2=S)cc1OC
4. CCOC(=O)C(=O)Nc1cc(C)on1
5. O=C(CCNS(=O)(=O)c1ccc(Br)s1)NCc1ccccc1Cl
6. C/C(=N\OC(=O)c1ccc(C)cc1)c1sc(C)nc1C

compound no.,1,2,3,4,5,6
Gli-Sufu antag,12,-2,3,2,2,-3
Jurkat NFkB inh,14,5,-30,-10,0,14
697 NFkB inh,15,3,-33,-16,10,9
SENP7 block,8,2,-6,-4,-5,77*
UBC13 inh,0,5,-3,-6,1,0
SENP8 block,2,-2,-12,-8,-12,62*
HKDC1 inhibitor,-7,1,-2,3,-3,-10
Apaf-1 inh,16,-1,14,3,12,4

7. O=C(NCC(=O)N(c1ccc(Cl)cc1)C(C(=O)NC1CCCC1)c1cccnc1)c1ccco1 (stereo not given)
8. C=CCNC(=S)NNC(=O)c1cccn(Cc2ccc(Cl)c(Cl)c2)c1=O
9. NS(=O)(=O)c1ccc(CNC(=O)c2ccc(NS(=O)(=O)c3ccc4[nH]c(=O)[nH]c4c3)cc2)cc1
10. COC(=O)c1c(C)[nH]c(C(=O)COC(=O)Cc2ccc3c(c2)OCCO3)c1C
11. CCCNC(=O)c1ccc(N2CCC3(CC2)CC(c2ccccc2)=NO3)c([N+](=O)[O-])c1
12. CCOC(=O)N1CCN(S(=O)(=O)c2ccc(OC)c(Cl)c2)CC1

compound no.,7,8,9,10,11,12
Gli-Sufu antag,-3,-8,-2,-1,14,-5
Jurkat NFkB inh,2,-2,13,-11,6,-6
697 NFkB inh,2,5,3,-23,-10,22
SENP7 block,-2,4,-5,12,3,-5
UBC13 inh,3,1,-4,-9,-5,4
SENP8 block,0,0,8,4,-3,5
HKDC1 inhibitor,-1,8,-2,2,1,-7
Apaf-1 inh,-6,-3,0,-4,8,0

13. CCOc1c2ccc(C(=O)NCc3ccc(OC(F)(F)F)cc3)cc2nn1C
14. COCC(C)n1c(COc2ccccc2F)nnc1SCc1c(C)noc1C (stereo not given)
15. CCOC(=O)c1ccc(N2C(=O)CC(SCC(=O)Nc3ccc(S(N)(=O)=O)cc3)C2=O)cc1 (stereo not given)
16. COc1ccccc1NC(=O)CN1C(=O)COc2ccc(S(=O)(=O)N3CCCCCC3)cc21
17. COc1cccc(-c2nc(CS(=O)(=O)CC(=O)N3CCOCC3)c(C)o2)c1
18. O=C(O)c1cccc(N/N=C/c2ccc(OC(F)(F)F)cc2)c1

compound no.,13,14,15,16,17,18
Gli-Sufu antag,-4,8,2,5,-9,-220
Jurkat NFkB inh,12,3,0,-5,-6,9
697 NFkB inh,10,2,9,8,-11,-216
SENP7 block,15,-8,-3,-2,-12,34
UBC13 inh,16,-8,6,4,-11,-9
SENP8 block,-14,-6,0,-6,1,98*
HKDC1 inhibitor,0,-1,-10,-1,-7,2
Apaf-1 inh,11,-1,-6,-3,3,3

Additional records:
Value order: Gli-Sufu antag | Jurkat NFkB inh | 697 NFkB inh | SENP7 block | UBC13 inh | SENP8 block | HKDC1 inhibitor | Apaf-1 inh
[19] COc1cc(OC)cc(C(=O)N[C@H](C(=O)NCCc2ccc(S(N)(=O)=O)cc2)C(C)C)c1
→ -2 | -10 | -13 | -10 | -2 | -13 | -3 | 11
[20] Cc1sc2ncnc(Oc3ccc(-n4ccnc4)cc3)c2c1C
→ 11 | 11 | -24 | -1 | 6 | -8 | -3 | 5
[21] Cc1ccc(C(=O)COC(=O)c2c(C)cc(=O)oc2C)cc1[N+](=O)[O-]
→ 14 | 11 | -30 | -5 | 3 | 0 | 9 | 5
[22] Cc1ccc(S(=O)(=O)N2CC3CCCC2C3)cc1 (stereo not given)
→ 1 | 9 | 3 | -5 | -2 | 0 | -4 | -13
[23] O=C(NCCC1CCCCN1S(=O)(=O)c1ccccc1)C(=O)NC1CCCC1 (stereo not given)
→ -2 | -8 | -6 | 13 | -5 | -8 | -5 | 5
[24] CCN(CC)c1ccc(-c2n[nH]c(=S)n2-c2ccccc2)cc1
→ 7 | 5 | -17 | -1 | 11 | 4 | -7 | 9
[25] CC(=O)N1CCN=C1SCc1ccc(C)cc1
→ -2 | 14 | 12 | -2 | -4 | -4 | -3 | 3
[26] COc1ccc(CN(C)C(=O)CNC(=O)c2ccc3ccccc3c2)c(OC)c1
→ -2 | -60 | -30 | 6 | 0 | 0 | -5 | 12
[27] O=C(COc1ccccc1Br)NCCC1=CCCCC1
→ -5 | -14 | 4 | -4 | 22 | 4 | 7 | 13
[28] COc1ccccc1N1CCN(CC(=O)Nc2c(C)n[nH]c2C)CC1
→ -16 | -3 | 7 | 8 | 5 | -1 | -2 | -1
[29] CCNC(=S)N1CCN(CCN=CC2=C(O)CC(C)(C)CC2=O)CC1
→ 4 | 0 | 18 | 0 | 2 | -5 | -1 | -6
[30] Cc1ccc(S(=O)(=O)N(C)S(=O)(=O)c2ccc(C)cc2)cc1
→ 3 | 9 | 14 | -7 | 13 | 5 | 5 | 3
[31] CNC(=O)c1ccc(-n2nc(C)cc2-c2ccccc2)cc1
→ -2 | 6 | -11 | 8 | 0 | 3 | 1 | -1
[32] Cc1c(O)ccc(/C(Cc2ccc3ccccc3n2)=N\O)c1O
→ -68 | -34 | -121 | -3 | 24 | -4 | -4 | -1
[33] O=C(O)c1ccc(S(=O)(=O)c2ccc3c(c2)C(=O)N(CC2CCCO2)C3=O)cc1 (stereo not given)
→ 0 | -4 | 0 | 4 | -4 | 3 | 1 | 5

From entry 19 to 21, as listed above:
Value order: Gli-Sufu antag | Jurkat NFkB inh | 697 NFkB inh | SENP7 block | UBC13 inh | SENP8 block | HKDC1 inhibitor | Apaf-1 inh
[19] COc1cc(OC)cc(C(=O)N[C@H](C(=O)NCCc2ccc(S(N)(=O)=O)cc2)C(C)C)c1
→ -2 | -10 | -13 | -10 | -2 | -13 | -3 | 11
[20] Cc1sc2ncnc(Oc3ccc(-n4ccnc4)cc3)c2c1C
→ 11 | 11 | -24 | -1 | 6 | -8 | -3 | 5
[21] Cc1ccc(C(=O)COC(=O)c2c(C)cc(=O)oc2C)cc1[N+](=O)[O-]
→ 14 | 11 | -30 | -5 | 3 | 0 | 9 | 5

Continued.
Value order: Gli-Sufu antag | Jurkat NFkB inh | 697 NFkB inh | SENP7 block | UBC13 inh | SENP8 block | HKDC1 inhibitor | Apaf-1 inh
[34] CC(C)(C)OC(=O)CC[C@@H](C(=O)NCCCCCCCCCCC(=O)N1CCN(C(=O)OC(C)(C)C)CC1)n1cc(CCCCCNC(=O)OC(C)(C)C)nn1
→ 4 | 6 | -28 | -1 | -20 | -4 | 4 | 4
[35] O=S1(=O)NC(C2CC2c2ccccc2)CCO1 (stereo not given)
→ -4 | 16 | 16 | 5 | -1 | -3 | -9 | -4
[36] Cc1oc(-c2cc(F)ccc2F)nc1CN1CCN(c2ncnc3ccccc23)CC1
→ 54 | 14 | -39 | -5 | -9 | -7 | 0 | 11
[37] COc1cc(NS(=O)(=O)c2ccc(NC(=O)c3ccc(S(=O)(=O)N4CCCCC4)cc3)cc2)ncn1
→ -2 | -33 | 8 | 3 | -6 | -1 | 14 | 6
[38] CCOC(=O)C1=C(c2ccccc2)O/C(=C(\C(=O)OC)C(F)(F)F)S1
→ 8 | 4 | 10 | 2 | 51* | 6 | -1 | 0
[39] COc1ccc(CCNC(=O)C2CCN(C(=O)c3ccc(Cl)cc3)CC2)cc1OC
→ 4 | -3 | 20 | 2 | 6 | 2 | 2 | -14
[40] COc1ccc(C2=NN(c3ccccc3)C(c3ccc(OC)c(OC)c3)C2)cc1 (stereo not given)
→ -15 | -43 | -54 | -13 | 5 | -2 | -2 | 2
[41] Cc1ccc(C)c(N2CCN(C(=O)CCc3nc(-c4ccccc4C)no3)CC2)c1
→ -2 | · | 8 | -2 | · | · | -1 | 19
[42] COc1ccc(CC2(CO)CCN(Cc3ccncc3)CC2)cc1
→ 6 | -6 | 13 | -6 | -6 | 5 | 2 | -8
[43] O=C(OCc1nc2ccccc2s1)c1cnccn1
→ 1 | -62 | -52 | 6 | 12 | -1 | -8 | -4
[44] O=C1/C(=C/c2cccnc2)Sc2ccccc21
→ -4 | 1 | 14 | -6 | -19 | -6 | 26 | 8
[45] NS(=O)(=O)c1ccc(CCNC(=O)c2ccc3c(c2)OCO3)cc1
→ -5 | 4 | 3 | -6 | 1 | -8 | -5 | -13
[46] CCCCN1CCCC1CNC(=O)c1cc(C#N)c2ccccc2c1OC (stereo not given)
→ · | -7 | -11 | -8 | 2 | -7 | · | -28
[47] Fc1ccc2nc3n(c2c1F)CCCCCC3
→ 4 | -3 | 10 | 3 | 4 | -8 | -1 | -9
[48] CCOc1ccc(-n2ccnc2)nn1
→ 2 | 12 | 13 | 2 | 13 | 1 | -6 | -18
[49] O=C(Nc1ccc(S(=O)(=O)Nc2ncccn2)cc1)c1ccc(Br)s1
→ 3 | 0 | 15 | 5 | 13 | 0 | 0 | -16
[50] O=C(Nc1ccccc1)N(Cc1ccc2c(c1)OCO2)Cc1nc2ccccc2c(=O)[nH]1
→ -1 | -16 | -11 | 11 | -16 | 2 | 1 | 25
[51] COc1ccc(C2CC3(CC(C)(C)NC(=O)N3)Oc3cc(O)ccc32)cc1 (stereo not given)
→ 7 | -22 | -45 | 3 | 2 | 7 | 2 | 16
[52] CC(C(=O)NCC1CCCCC1)N1CCN(S(=O)(=O)c2ccccc2F)CC1 (stereo not given)
→ -12 | 9 | 4 | 9 | -1 | -8 | 1 | 0
[53] Nc1nnc(SCc2nc3scc(-c4ccccc4)c3c(=O)[nH]2)s1
→ 2 | 9 | -20 | -7 | -9 | -10 | 2 | -2
[54] Cc1nc(SCC(=O)NCc2ccccc2)c2c(=O)n(C)c(=O)n(C)c2n1
→ 8 | -5 | -6 | -8 | -1 | 4 | 1 | -6
[55] CCN(CC)CCn1c(NCc2ccccn2)nc2ccccc21
→ 3 | -4 | -2 | 4 | 2 | -5 | 12 | -2
[56] Cc1ccc(C(=O)OCC(=O)NCCNC(=O)COC(=O)c2ccc(C)s2)s1
→ 4 | 5 | 13 | -9 | 4 | -8 | -11 | 2

From PubChem BioAssay
